Assay outcomes (PubChem)
HSF1 inh: HSF1 inhibition | NIH3T3-HGL HSE-luciferase, MG132-induced, luminescence 8 h; hits give low values | activity change, negative = inhibition, % at 7.5 µM (by protocol) | actives 0.77% (n = 300,000) | AID 2098;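 active means more than half of replicate wells show activity change below -50%, luminescence cut by over half; inconclusive means some wells, but at most half, below -50%; inactive means no replicate well below -50%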;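 further: luciferase reports HSF-1 transcriptional activity via heat shock element; 0% = median of DMSO wells and -100% = zero luminescence signal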
aSyn 5UTR inh: 5' untranslated region of α-synuclein, MLPCN primary screen; AID 1813; actives 0.82% (n = 300,000); alpha-synuclein 5'UTR reporter, inhibitor activity; inhibition, % (tested at 7.5 µM); in the data active means inhibition above about 60%; inconclusive means no clear call, values can overlap the other calls;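 further: H4 neuroglioblastoma cells stably carrying SNCA 5'UTR luciferase fusion; 0% = DMSO wells and 100% = positive control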
HSP90 inh: HSP90 refolding inhibition in rabbit reticulocyte lysate | inhibition, % at 5.6 µM | actives 0.91% (n = 290,000) | luciferase refolding luminescence, 3 h;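 active means inhibition above the screen-wide mean plus 3 SD, computed separately per campaign, cut at about 16% in these data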;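 further: 0% = DMSO wells and 100% = 60 µM geldanamycin wells; inhibitors lower the luminescence because luciferase stays unfolded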
Platelet DG rel: modulates dense granule release in human platelets; human platelet-rich plasma, SFLLRN dense granule ATP release, luminescence; inhibition, %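 (compounds screened at 7.5 µM in platelet-rich plasma)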; actives 0.22% (n = 300,000); AID 1663;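 active means mean replicate score, as percent of positive control, at or above 50; inconclusive means mean below 50 but at least one replicate at or above 50; inactive means mean and every replicate below 50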
KLF5 inhibitor: kruppel-like factor 5 inhibition | DLD-1 KLF5 promoter-luciferase reporter, luminescence | actives 0.23% (n = 290,000) | inhibition, % at 5 µM | AID 1700;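 active means inhibition above a per-plate limit of that plate's mean compound inhibition plus 3 SD, cut at about 60% in these data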;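 further: 0% = DMSO wells and 100% = LY294002 at 200 µM; higher means less KLF5 promoter-driven luciferase light; inactives centre near -14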
SKKanGAS inh: SKKanGAS growth inhibition; S. pyogenes SKKanGAS, kanamycin growth, BacTiter-Glo, 6 h; inhibition, % at 7.5 µM; actives 1.3% (n = 300,000); AID 1662;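 active means mean replicate score, as percent of positive control median, at least 50; inconclusive means mean below 50 but one replicate at or above 50; inactive means mean and every replicate below 50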;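 further: strain carries kanamycin resistance gene driven by streptokinase promoter and grows in 40 µg/ml kanamycin; loss of luminescence reflects streptokinase promoter inhibition or plain growth inhibition; 0% = median of DMSO wells and 100% = positive control at its reference dose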
HIF act: HIF pathway transcriptional activation. actives 0.32% (n = 300,000). U2OS HRE-luciferase reporter, luminescence; normalized: DMSO 0%, desferrioxamine 100%. AID 1910. activation, % at 7.5 µM (by protocol);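 active means mean activation of at least 10% of the iron chelator positive control signal, with at least half of replicates also reaching 10%; inconclusive means mean and replicate majority disagree about reaching 10%; inactive means mean and most replicates under 10%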
AI-2 QS modul: modulators of Vibrio harveyi AI-2 quorum sensing system; activity change, % at 7.5 µM; actives 0.4% (n = 300,000); Vibrio harveyi JMH597 AI-2 luminescence/OD600 ratio, 9 h; hits give low values; strain lacks LuxN and CqsS sensors; 0 = neutral-control median; AID 2094; in the data active means activity change below about -75%, passing the limit was not always enough; inconclusive means no clear call, values can overlap the other calls;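 further: luminescence divided by OD600 gain over 9 h not by final OD600 alone; inactives centre near 13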
HSF1 activator: increases HSF-1 driven luciferase reporter signal | NIH3T3-HGL HSF-1 luciferase reporter, MG132, 8 h; 100% = twice DMSO control signal | activation, % at 9 µM | actives 1.7% (n = 300,000) | AID 504408;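 active means mean replicate activation of at least 50% with a set share of replicates each reaching 50%; inconclusive means only one of those two conditions met; inactive means mean below 50% and too few replicates reaching it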;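 further: 0% = median of the neutral control wells and 100% = twice that signal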
IEC-6 cytotox: kills IEC-6 intestinal cells in KLF5 counter-screen; actives 0.78% (n = 290,000); inhibition, % at 5 µM; AID 1825; IEC-6 cytotoxicity, luminescence viability; in the data active means inhibition above about 22%;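 further: 0% = plate median of test compound wells and 100% = cytotoxic reference compound wells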
Active calls of the source: *; ? = inconclusive; . = not tested or not shown.

SMILES	HSF1 inh	aSyn 5UTR inh	HSP90 inh	Platelet DG rel	KLF5 inhibitor	SKKanGAS inh	HIF act	AI-2 QS modul	HSF1 activator	IEC-6 cytotox
COc1ccc(N2CCN(CC(=O)Nc3ccc(-n4cnnn4)cc3)CC2)cc1	-2	-1	5	-5	-6	-9	-0.4	30	2	2
Cc1ccc2c(CN3CCC(C(N)=O)CC3)cc(=O)oc2c1C	6	-14	-1	17	-6	-5	-4.4	.	40	9
Cc1ccc(NC(=S)NC(NC(=O)c2ccccc2C)C(Cl)(Cl)Cl)c(C)c1 (centres undefined)	5	21	0	-1	-13	14	-0.6	6	-5	1
COc1ccc(NC(=O)c2scc(S(=O)(=O)C(C)C)c2N)cc1	26	-193	2	5	-110	3	3.0	-3	40	2
Cc1cccc(N2CCN(C3CCCCC3NS(=O)(=O)c3ccccc3)CC2C)c1 (centres undefined)	6	-10	2	-3	-14	6	-0.4	-5	0	3
O=C(N/N=C/C=C\c1ccco1)c1ccccn1	33	-145	0	-1	-22	0	7.0	5	62*	-12
CC(=O)c1ccc(NC(=O)Nc2ccncc2)cc1	6	-44	1	-3	-19	-17	1.9	1	-5	2
Cc1ccc(-c2nnc(NC(=O)CCS(=O)(=O)c3ccc(F)cc3)o2)c(C)c1	10	-23	.	9	.	9	-1.3	-7	19	.
COc1ccccc1CNC(=O)c1ccc(Br)o1	-4	6	-1	2	5	-3	-1.7	8	-5	2
OC(COc1ccc(CNCc2cccnc2)cc1)CN1CCc2ccccc2C1 (centres undefined)	1	-30	-3	-2	4	-2	-0.1	-2	0	3
N#Cc1cc2ccccc2nc1SCC(=O)Nc1ccccc1N1CCOCC1	24	-17	-7	7	-14	-4	-0.5	6	71*	-5
Cc1cc(C)n(Cc2ccc(C(=O)Nc3ccc(Br)cc3C)o2)n1	-7	26	0	26	3	-14	-0.2	11	-8	9
CCn1c(C(=O)O)c(S(=O)(=O)c2ccc(Cl)cc2)c2ccccc21	-4	-11	-6	0	-25	4	0.3	5	-9	-8
COc1ccc(C(=O)CN2Cc3ccccc3C2=N)cc1	9	-19	14	12	-163	7	0.5	11	19	6
CC(C)(C)C(=O)O/N=C(\N)c1ccc(Br)cc1	-1	-41	0	12	-44	2	1.5	23	-1	-1
Cc1ccc(-c2csc(Nc3ccc(C(=O)O)cc3)[n+]2Cc2ccccc2)cc1	-15	-15	-3	7	-13	-15	0.2	11	-10	-1
CNC(=O)c1sccc1S(=O)(=O)Cc1c(Cl)cccc1Cl	-2	-15	5	-2	10	-2	-0.1	14	-13	6
COc1ccc(C(=O)Nc2ccc(C(=O)N3CCCCC3)cc2)cc1OC	-2	-29	-3	11	-67	6	0.8	21	6	-3
CCOC(=O)N1CCN(C(=O)CCCn2c(=S)[nH]c3ccsc3c2=O)CC1	-8	6	-2	2	-9	3	-0.1	.	-6	-4
COc1cccc(C2CCCCN2Cc2nc(-c3ccc(C)o3)oc2C)c1 (centres undefined)	-2	16	-2	11	-4	2	-0.3	16	4	2

Reprinted at random: 2 compounds from above.
SMILES	HSF1 inh	aSyn 5UTR inh	HSP90 inh	Platelet DG rel	KLF5 inhibitor	SKKanGAS inh	HIF act	AI-2 QS modul	HSF1 activator	IEC-6 cytotox
CCOC(=O)N1CCN(C(=O)CCCn2c(=S)[nH]c3ccsc3c2=O)CC1	-8	6	-2	2	-9	3	-0.1	.	-6	-4
CCn1c(C(=O)O)c(S(=O)(=O)c2ccc(Cl)cc2)c2ccccc21	-4	-11	-6	0	-25	4	0.3	5	-9	-8

(further entries)
SMILES	HSF1 inh	aSyn 5UTR inh	HSP90 inh	Platelet DG rel	KLF5 inhibitor	SKKanGAS inh	HIF act	AI-2 QS modul	HSF1 activator	IEC-6 cytotox
CCOC(=O)c1nc(N)c(=O)n(-c2ccccc2)n1	-3	6	1	.	-29	8	0.1	14	-1	-2
O=C(NCc1n[nH]c(=S)n1-c1ccc(F)cc1)c1ccc(S(=O)(=O)N2CCCCC2)cc1	4	2	3	10	-38	10	-0.1	4	15	-2
COc1ccc(S(=O)(=O)NC(CC(=O)NCCc2ccccc2)c2ccco2)cc1 (centres undefined)	-6	10	1	-1	-14	0	.	8	2	-2
COC(=O)CC/C(O)=C1\C(=O)CC(C)(C)CC1=NCCc1nc2ccccc2[nH]1	-6	-9	1	8	6	1	0.1	19	1	1
CC1CCCCC12NC(=O)N(Cc1cc(=O)n3ccsc3n1)C2=O (centres undefined)	-5	-7	2	2	-28	0	0.4	8	-2	-5
N#CC(C#N)=Cc1cccn1-c1ccc(C(=O)O)cc1	-3	-10	0	-1	-4	-1	0.0	20	2	-6
CN1C(=O)/C(=C\c2ccccc2F)Sc2ccc(C(=O)NC3CCN(Cc4ccccc4)CC3)cc21	2	-37	-2	0	-31	83*	-0.3	6	8	-5
COc1ccccc1NC(=O)CSc1nncn1-c1ccccc1	-6	-3	-2	0	-1	-1	1.7	0	17	3
O=C(CSc1n[nH]c(Cc2ccccc2)n1)Nc1ccccc1Br	4	5	3	18	10	0	0.4	2	9	5
CC(/C=N/n1c(-c2ccncc2)n[nH]c1=S)=C\c1ccco1	-6	-30	5	-18	4	15	0.5	24	17	-11
COc1cc(/C=C2/C(=O)NN(c3ccc(Cl)c(Cl)c3)C2=O)cc([N+](=O)[O-])c1O	-10	8	2	-1	-9	3	-0.8	75	-23	-5
CCOC(=O)N1CCN(C(=O)CCS(=O)(=O)c2cc3c(cc2Cl)NC(=O)CO3)CC1	-5	12	1	11	2	0	0.1	3	-8	0
O=C(c1ccc(S(=O)(=O)N2CCCC2)cc1)N1CCN(c2ccccc2)CC1	-5	17	-3	4	6	3	-0.3	27	12	-2
CCCNS(=O)(=O)c1ccc(CCC(=O)NCc2cccnc2)cc1	3	25	-4	-2	-20	-3	-0.3	18	1	-1
Oc1c(Br)cccc1/C=N/c1ncn[nH]1	5	-6	-1	-2	-1	17	1.2	9	-17	-9
CCCCN(C)CCCNC(=O)C1(O)c2ccccc2NC(=O)N1c1ccc(Cl)cc1 (centres undefined)	9	-9	-1	6	-14	6	0.4	15	-5	-3
CC(=O)NCCOc1c(C)cc(S(N)(=O)=O)cc1C	0	-2	0	6	-3	0	-0.5	11	-2	-2
O=C(Nc1nc2ccc(Cl)cc2s1)C1CCCO1 (centres undefined)	-15	-127	5	-71	-178	6	2.0	33	-13	2
CC(NC(=O)C1CCCC1)C1CC2CCC1C2 (centres undefined)	-4	5	2	-10	-21	6	-3.2	21	5	-2
O=C(Cc1ccc(Cl)cc1Cl)Nc1ccncc1	-6	3	2	-10	16	14	0.5	5	-12	10
CC(C)C(NC(=O)c1ccc2c(c1)OCO2)C(=O)N/N=C/c1cccs1 (centres undefined)	-20	22	-6	5	-20	-3	-0.2	3	-38	-6
CCCOC(=O)Nc1c(C)cccc1C(C)C	-2	12	3	-4	0	0	-0.2	-2	-9	6
O=C(Nc1ccc(F)cc1F)c1noc2c1CCC2	14	-169	1	1	-60	-1	1.7	37	11	-9
CC(NS(=O)(=O)CCNC(=O)c1ccccc1)c1ccccc1 (centres undefined)	-5	-11	.	-2	.	-6	-1.4	-3	-2	.
S=C(Nc1ccc2c(c1)OCCO2)Nc1ccccc1Cl	.	.	-2	.	-112	.	.	-2	.	2
CCOC(=O)c1c(C)noc1-c1ccco1	2	0	3	-3	-10	-5	-0.1	12	16	-1
Cc1nnc(SCC(=O)N2CCCC2)n(N)c1=O	-3	26	-2	-122	-7	-3	0.2	3	-16	-2
CC(=O)c1cccc(CN2CCC(n3nccc3NC(=O)CCCc3ccccc3)CC2)c1	8	5	1	4	-1	19	-0.3	35	-4	1
CCc1c(C)nc2ncnn2c1N1CCCC(C(=O)Nc2ccc(NC(C)=O)cc2)C1 (centres undefined)	6	5	0	17	-8	2	0.0	19	-8	6
Cc1ccc2[nH]c(=O)c(COC(=O)C3CCCO3)cc2c1 (centres undefined)	-3	17	3	11	15	-10	-0.6	26	1	0
COc1ccc(Cl)cc1NC(=O)CSc1nnc(CNC(=O)c2ccco2)o1	-1	-19	2	7	6	-9	0.2	5	8	-3
Cc1c(NC(=O)CSc2ccccc2Cl)c(=O)n(-c2ccccc2)n1C	-9	-18	-5	1	-28	1	-0.2	9	-20	-4
O=C(CNC(=O)c1cccs1)Nc1ccc2c(c1)OCCO2	17	-40	.	-29	.	3	1.8	9	15	.
CCOC(=O)c1ccc(N=c2ssnc2Cl)cc1	-13	25	2	9	-3	0	-3.7	30	-26	4
COCC(=O)OC/C(O)=C(\C#N)c1nc2ccccc2[nH]1	2	-11	5	9	9	8	0.0	10	-2	8
O=C(N/N=C/c1cccnc1)c1ccccc1Br	2	16	2	-2	-48	2	-0.4	18	18	10
COc1ccc(NC2CCCN(C(=O)c3cccc(C(F)(F)F)c3)C2)cc1OC (centres undefined)	-2	16	-2	-5	14	-1	0.0	69	5	-1
c1ccc(-c2ccc(-c3ccncn3)cc2)cc1	9	-78	.	2	.	-9	2.8	-9	44	.
CCOc1ccc(NC(=O)CSc2nncc(=O)n2N)cc1	6	1	1	-14	-24	-1	-0.1	9	2	-2
C/C(=N/NC(=O)CNC(=O)COc1cccc(C)c1)c1ccco1	-6	-20	1	-15	10	-9	0.0	4	-5	5
Cc1cccc(OCC(=O)OCC(=O)N2CCN(C(=O)c3ccco3)CC2)c1C	-2	-5	-5	1	-6	-7	0.4	14	0	-4
COc1ccc(-c2n[nH]c(C)c2-c2cscn2)c(O)c1	3	-7	0	0	-13	1	0.1	30	0	-2
COc1cccc(/C=N/NC(=O)c2ccc(=O)[nH]n2)c1O	5	-7	-3	18	-6	-7	-0.2	38	-4	2
OC1(c2cccc(C(F)(F)F)c2)CCN(CCN2CCCCC2)CC1	-6	-14	3	-11	-32	0	-1.3	4	15	1
COc1ccc(C2CC(C(F)(F)F)n3ncc(C(=O)NCc4cccnc4)c3N2)cc1OC (centres undefined)	-6	-2	3	5	-12	-2	-0.5	16	6	-8
CCn1c(=NC(=O)c2ccc(S(=O)(=O)N3CCOCC3)cc2)sc2cccc(OC)c21	0	10	3	-3	-11	2	-2.5	10	4	1
CCn1c(Cn2nnc(-c3ccccc3)n2)nnc1SCC(=O)Nc1ccccc1	0	8	1	-3	-39	0	-0.3	16	21	-1
CCOC(=O)c1ccc(NC(=O)Nc2ccc3c(c2)OCCO3)cc1	-32	-55	0	-1	-27	-1	0.5	4	-24	-6
CC(C)[C@H](NC(=O)CCn1nnc2ccccc2c1=O)C(=O)O	-2	-11	1	0	8	10	-0.5	18	6	-3
COc1ccc(CN2CCN(Cc3cccn3-c3ncccn3)CC2CCO)c(C)c1C (centres undefined)	-11	?	3	1	9	5	0.1	22	-14	18
O=C(c1cccc(OCc2ccccc2)c1)N1CCOCC1	8	-5	-1	41	-11	-13	0.6	23	3	-2
O=C(Nc1ccc(Cl)c(Cl)c1)Nc1ccon1	8	-69	-2	23	17	67*	4.1	6	11	74*
CCOC(=O)c1[nH]c2ccccc2c1NC(=O)C1CCCC1	-2	17	.	14	.	-6	-0.2	14	7	.
CC(=O)N(Cc1ccccn1)Cc1ccco1	-5	-5	0	-4	-15	-17	-0.4	11	17	-1
